Screening results (PubChem BioAssay)
TCR-CD3 inh = inhibitors of human TCR-CD3 interaction; TAMRA-labeled TCR probe fluorescence, biochemical; inhibition, % at 9.4 µM; 0.37% of 360,000 active; AID 651800; in the data active = inhibition above about 19%;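 note: recombinant mutant TCR 2C K166C tagged with TAMRA read by polarization; 0% = receptor in buffer alone and 100% = receptor with positive control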
KLK7 zymogen act = activators of human kallikrein-7 zymogen | P49862 | purified proKLK7, EDANS-DABCYL substrate fluorescence; 100% is mature enzyme control, 0% vehicle | activation, % at 7 µM | 0.9% of 370,000 active | AID 652039;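 active = activation above the mean of all tested compounds plus 3 SD, computed per campaign excluding outliers beyond control limits, cut at about 13% in these data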
Target sequence (P49862 whole entry, looked up): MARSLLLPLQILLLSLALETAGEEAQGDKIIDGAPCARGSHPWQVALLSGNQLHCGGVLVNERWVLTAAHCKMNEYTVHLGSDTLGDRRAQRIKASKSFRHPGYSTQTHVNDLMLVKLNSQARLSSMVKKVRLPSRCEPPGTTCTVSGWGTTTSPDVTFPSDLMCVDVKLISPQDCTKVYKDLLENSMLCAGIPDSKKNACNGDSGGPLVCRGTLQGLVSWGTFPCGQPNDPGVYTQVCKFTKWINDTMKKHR
SIAE inh = human SIAE inhibition, primary screen; Q9HAT2; SIAE FP-Rh probe binding, fluorescence polarization; inhibition, % at 9.66 µM; 0.69% of 370,000 active; AID 1053197;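 active = inhibition above a cutoff: mean of compounds within the control limits plus 3 SD of those, cut at about 17% in these data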;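 note: 0% = plate median of compound wells and 100% = probe without SIAE protein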
Target sequence (Q9HAT2 whole entry, looked up): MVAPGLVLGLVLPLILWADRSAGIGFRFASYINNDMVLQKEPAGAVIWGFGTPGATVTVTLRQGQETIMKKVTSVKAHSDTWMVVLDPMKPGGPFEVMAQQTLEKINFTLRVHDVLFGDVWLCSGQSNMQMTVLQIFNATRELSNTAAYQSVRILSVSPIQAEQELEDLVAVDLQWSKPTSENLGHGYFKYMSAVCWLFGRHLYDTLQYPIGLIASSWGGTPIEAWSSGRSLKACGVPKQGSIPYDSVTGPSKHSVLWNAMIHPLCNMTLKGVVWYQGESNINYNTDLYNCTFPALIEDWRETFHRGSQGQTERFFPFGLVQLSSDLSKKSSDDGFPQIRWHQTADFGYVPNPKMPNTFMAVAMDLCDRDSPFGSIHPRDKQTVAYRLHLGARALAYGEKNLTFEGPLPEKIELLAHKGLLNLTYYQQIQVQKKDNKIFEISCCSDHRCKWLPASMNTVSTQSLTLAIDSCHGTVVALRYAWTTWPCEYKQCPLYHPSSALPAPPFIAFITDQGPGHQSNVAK
DDE Tn7 FP inh = disrupts Tn7 cyclic peptide binding to fibrin D-Dimer-E complex. FP displacement of FITC-Tn7 peptide from fibrin DD(E); 0% = median of compound wells per plate. 0.13% of 370,000 active. inhibition, % at 8.3 µM;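 active = inhibition above the mean of compounds falling within the control limits plus 3 SD of them, cut at about 14% in these data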;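 note: 0% = plate median of compound wells and 100% = 10 µM Aha-Tn7 peptide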
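Assay system: Human clot-derived fibrin DD(E) complex | Buffer or medium: Tris/NaCl/CaCl2 buffer, pH 7.8 | Repeats: One replicate per compound | Benchmarks: Aha-Tn7 high control | Measure: % inhibition scaled between sample-field median and high-control FP | Schedule: 10 min plus 3 h, room temperature | Signal: Fluorescence polarization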
TDP2 absorb = TDP2 (human) inhibition, absorbance primary screen; recombinant TDP2, T5PNP hydrolysis, p-nitrophenol absorbance 415 nm; inhibition, % at 12.8 µM; 0.34% of 370,000 active;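 active = inhibition above the mean of all tested compounds plus 3 SD, set per campaign, cut at about 25% in these data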;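 note: 0% = DMSO with enzyme and 100% = buffer with substrate but no TDP2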
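System – recombinant human TDP2 · Amount – 120 nM TDP2 per well · Buffer or medium – Mg2+-containing Tris-HCl buffer, pH 7.5 · Reagent – T5PNP substrate, 5 mM · Dosing – 12.8 µM single point, 1% DMSO · Incubation – 2 h at 37 °C · Measured by – epi absorbance · Read-out basis – percent inhibition · Benchmarks – high control without enzyme, low control DMSO plus TDP2 · Repeats – singlicate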
PRMT1 inh = inhibitors of human PRMT1; 1.3% of 370,000 active; inhibition, % at 2.79 µM; Q99873; recombinant PRMT1, activity-based probe fluorescence polarization; AID 652257;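 active = inhibition above about 21% made by adding two undisclosed values, limit read from the data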
MBD2 DNA inh = MBD2-methylated oligo binding inhibition; TR-FRET, MBD2 binding to methylated oligonucleotide; inhibition, % at 4.4 µM; 0.31% of 370,000 active; in the data active = inhibition above about 13%
LEDGF integ inh = blocks HIV-1 LEDGF/p75-dependent DNA integration | 0.64% of 370,000 active | inhibition, % at 3.7 µM | AID 743269 | TR-FRET IN-LEDGF/p75 DNA integration, Eu/Cy5;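 active = inhibition above the screen-wide mean plus 3 SD, cut at about 13% in these data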;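 note: signal is the Cy5 over europium emission ratio at 671 and 618 nm; 0% = plate median of compound wells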
UHRF1 binding = blocks human UHRF1 binding to methylated DNA; Q96T88; UHRF1 binding to methylated oligo, TR-FRET; inhibition, % at 4.4 µM; 0.75% of 370,000 active; AID 687016; in the data active = inhibition above about 21%;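 note: UHRF1 SRA domain binding a hemimethylated CpG hairpin DNA probe; 0% = median of test compound wells and 100% = reference inhibitor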
Tn6 DDE FP = DD(E)-Tn6 binding inhibition, primary FP screen; Fibrin DD(E) TRITC-Tn6 fluorescence polarization displacement; inhibition, % at 8.3 µM; 0.21% of 370,000 active;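 active = inhibition above a per-campaign cutoff: mean of compounds within control limits plus 3 SD, cut at about 15% in these data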;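 note: 0% = median of all compound wells on the plate and 100% = blocking peptide control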
The depositor's hits bear a star; . = no result given.

No.	canonical_smiles	TCR-CD3 inh	KLK7 zymogen act	SIAE inh	DDE Tn7 FP inh	TDP2 absorb	PRMT1 inh	MBD2 DNA inh	LEDGF integ inh	UHRF1 binding	Tn6 DDE FP
1	CCC(=O)Nc1ccc2c(c1)nc(CCNC(=O)c1ccco1)n2C	-4	0.0	11	2	4	2	-4	2	-2	-2
2	O=C1CN(C(=O)COC(=O)CCC(=O)c2ccc3c(c2)OCCO3)c2ccccc2N1	-1	0.2	2	0	11	-2	2	2	0	2
3	Cc1ccc(NC(=O)Nc2ccc3c(c2)nnn3C)cc1C	1	-0.1	-2	-2	14	0	-4	-2	-2	-4
4	CC1CCCC(C)N1C(=O)c1ccc(CS(=O)(=O)c2ccccc2)cc1 (configuration not stated)	2	0.0	4	-3	-5	-2	2	0	-2	0
5	Cc1ccc(NC(=S)NNC(=S)Nc2cccc(C(F)(F)F)c2)cc1	-5	0.3	6	1	-12	12	13	-1	2	-6
6	CC1(c2nnc(-c3cccc(Cl)c3)o2)CC(c2cccnc2)=NO1 (configuration not stated)	-1	0.1	-2	3	0	0	1	3	0	7
7	O=C(CC(c1ccccc1)c1cc(Br)ccc1O)NCc1ccco1 (configuration not stated)	-5	-0.2	-5	2	-7	2	0	-6	3	2
8	COc1ccccc1NC(=O)C(=O)c1cn(CC(=O)N2CCCC2)c2ccccc12	1	0.2	-15	-11	-15	-3	-1	1	0	6
9	CC1CC(C)CN(C(=O)C(C)N(C)CC(=O)Nc2ccccc2Cl)C1 (configuration not stated)	-1	0.9	5	3	-9	-8	-7	4	-2	-3
10	COc1cccc(-c2c(C(=O)N/N=C/c3ccsc3)nnn2-c2nonc2N)c1	1	-0.9	-3	4	-5	3	-5	-5	1	0
11	CCc1ccc2c(c1)cc(CN(C(=S)Nc1ccccc1C)C1CC1)c1nnnn12	-4	-0.1	8	4	7	-3	0	0	-2	4
12	COc1ccc(/C=C/C(=O)Nc2cc(C(F)(F)F)ccc2Cl)cc1OC	-3	-9.3	-18	-8	5	0	2	3	0	-7
13	O=C(CCCO)NNc1c2ccccc2nc2ccccc12	-1	1.6	3	-3	10	-3	-2	3	-2	-3
14	O=C(O)/C=C/C(=O)NNc1ccc([N+](=O)[O-])cc1	-4	0.2	-5	0	6	59*	4	1	3	-1
15	Fc1ccc(NC(=S)NCCN2CCOCC2)cc1	-5	0.1	3	-6	4	-2	4	-1	1	-1
16	O=C(NC1CCCCC1)C1CCN(S(=O)(=O)c2cccc3nonc23)CC1	-3	-0.2	-2	-5	-15	-5	-4	-2	-2	-2
17	Cc1cccc(NC(=O)CSCC(=O)N(C)CCOc2ccc(Cl)cc2)c1	1	0.2	-1	5	-3	3	1	-7	2	0
18	Cc1ccc(NC(=S)Nc2ccc(S(=O)(=O)Nc3ncccn3)cc2)c(C)c1	-9	-0.2	-5	0	-1	2	2	-2	-3	-1
19	N#Cc1ccc(C(=O)NC23CC4CC(CC(C4)C2)C3)cc1	0	-0.4	3	7	2	4	5	2	1	-2
20	O=C(CSc1nnnn1-c1ccccc1)c1ccc(O)cc1O	-1	0.5	0	3	-22	-7	-2	7	-1	-1
21	CCC/C(=N\NC(=O)CNC(=O)/C=C/c1ccco1)c1ccccc1	0	-0.4	3	4	1	3	-5	1	-2	0
22	CCOC(=O)Nc1cccnc1Sc1ccc(Cl)cc1	-13	0.7	-4	-7	-4	1	0	-6	-1	-3
23	CN(C)CCNC(=O)c1c(NC(=O)c2ccccc2)sc2c1CCCC2	1	1.0	-1	2	-10	-1	3	7	-3	-5
24	C/C=C\C=C/C(=O)Nc1cccc(C2=NOC3(C2)C[C@@H](C(N)=O)N(C(=O)C2(C)CC2)C3)c1 (some centres not stated)	4	0.4	-20	-5	-15	14	5	5	8	-3
25	O=C(/C=C/c1cc2c(cc1Br)OCO2)NCc1ccc(Cl)cc1	1	-1.0	-1	-6	8	-4	-4	0	-2	1
26	CCCCNC(=O)c1ccc2nc(CC)c(N(CC)CCOC)n2c1	6	-0.1	-4	4	7	-6	1	1	1	5
27	COC(CNC(=O)c1cccnc1)OC	-4	0.3	10	-2	-3	2	0	3	0	-4
28	Cc1c(C(=O)NCc2ccccc2C(F)(F)F)sc(=O)n1Cc1ccccc1C#N	-2	0.4	-1	-7	-6	-3	-2	3	2	4
29	O=C(CN1C(=O)/C(=C/c2ccc(C(F)(F)F)cc2)Sc2ccccc21)NCCCN1CCOCC1	4	-0.1	-7	8	0	0	2	-1	0	2
30	CCN1C(=O)/C(=C/c2ccc(C)s2)SC1=Nc1ccc(OC)cc1	0	0.2	-8	-11	1	-2	2	-1	3	0
31	O=C1CCCN1c1ccc(S(=O)(=O)N2CCCCC2)cc1[N+](=O)[O-]	0	0.1	-6	-3	3	0	-4	1	0	1
32	CCOc1ccccc1OCC(=O)OCC(=O)NNC(=O)c1ccc([N+](=O)[O-])cc1	-1	-0.2	3	1	3	3	4	-2	3	-4
33	COc1ccc(CN(CCC(c2ccco2)C(C)C)C(C)=O)cc1OC (configuration not stated)	-2	0.1	-1	3	9	2	0	-6	-2	3
34	COc1ccc(NC(=O)CN(C)CC(=O)Nc2ccccc2SC)cc1	1	-0.1	0	-6	13	3	0	4	2	5
35	O=C(Cc1n[nH]c(=O)c2ccccc12)NC(c1ccccc1)c1ccccc1	-3	0.1	9	-2	3	-1	-5	2	-2	-1
36	COC(=O)N1[C@H](C)C=C[C@]1(Cc1ccccc1)C(=O)NCCCNc1ncc(C(F)(F)F)cc1Cl	4	-0.3	5	-5	-20	0	-2	-1	0	1
37	CC(C)[C@@H](C(=O)N1CCNCC1)n1cc(CCO)nn1	-1	0.1	-1	1	8	-1	3	0	5	8
38	CCc1nc2ccc(C(=O)Nc3ccc(OC)c(OC)c3)cn2c1N(C)Cc1ccc(N(C)C)cc1	-12	0.0	9	-2	-19	-2	-1	4	0	-4
39	NC(=O)c1ccccc1N	-1	3.1	-1	2	8	-2	-3	3	-2	-4
40	COc1cc([N+](=O)[O-])ccc1NC(=O)NCC1CCN(Cc2ccc(Cl)cc2)CC1	0	-0.2	4	3	9	-3	0	-4	-1	6
41	COc1ccc(C(c2sc3nc(C)nn3c2O)N2CCN(Cc3ccccc3)CC2)cc1OC (configuration not stated)	-15	0.1	-3	-13	-9	-5	-3	1	0	-1
42	COC(CNS(=O)(=O)c1ccc(S(=O)(=O)NC2CC2)cc1)OC	3	-0.3	-8	-4	-11	1	-1	-4	3	1
43	O=S(=O)(Nc1nc2ccccc2[nH]1)c1ccc(Cl)cc1	4	0.1	-3	-2	5	-1	1	-3	-2	-1
44	CSc1ccccc1OCc1cc(C(=O)NCCc2ccco2)no1	-9	0.1	-4	6	2	3	0	-4	0	2
45	Cc1ccc(N2C(=O)c3ccc(C(=O)N4CCN(Cc5ccccc5)CC4)cc3C2=O)cc1	0	0.5	-1	3	19	-3	-2	4	-1	4
46	C/C(=C\c1ccccc1)C(=O)N1CCN(Cc2ccc3c(c2)OCO3)CC1	-2	0.5	2	6	4	0	2	-1	0	3
47	CCN1CCN(c2nc3c(c(=O)[nH]c(=O)n3C)n2CCCSc2ncccn2)CC1	-2	0.4	-8	-4	-12	3	7	-2	6	-8
48	Cn1c(SCC(=O)NC2CCCCCC2)nnc1-c1ccco1	-1	-0.1	-3	3	2	-6	-1	0	1	-5
49	COc1nc(OC/C(N)=N/O)nc(N2CCOCC2)n1	-2	-0.2	5	11	8	2	5	-1	5	-4
50	COc1ccc(-n2c(SCC(=O)Nc3nccs3)nc3c(c2=O)SC(C)C3)cc1 (configuration not stated)	5	0.0	4	1	0	-2	-8	-1	2	-2
51	O=C(Nc1ccc(S(=O)(=O)NCc2ccccc2)cc1)c1ccccc1[N+](=O)[O-]	5	0.4	-6	-1	6	-3	1	-2	1	-1
52	COc1ccccc1N(C)S(=O)(=O)c1ccc(C(=O)Nc2ncc(C)s2)cc1	6	0.2	-12	6	2	-7	-5	2	-2	3
53	CCOc1cc(NC(=S)NCCCOC)c(OCC)cc1NC(=O)c1cccs1	-2	0.1	7	-6	-2	0	-3	5	-6	4
54	CC(C)OCC1CC(CC(=O)Nc2ccc([N+](=O)[O-])cc2)C(=O)O1 (configuration not stated)	3	-0.2	-3	5	-3	-5	-5	-1	1	-3
55	COc1ccc(-c2c(C(C)=O)c(C)n(C)c2C)cc1	0	0.1	8	-6	2	2	6	-1	2	0
56	CC(C)c1ccc(NC(=O)C2Cc3c(-c4cccc(F)c4)ccnc3O2)cc1 (configuration not stated)	-13	0.6	-23	7	-12	7	5	1	0	-19
57	CC(C)(C)C1(C)OC(C(=O)NC2CCCCC2)C(C(=O)NC2CCCCC2)O1 (configuration not stated)	0	0.3	-9	3	-1	-1	2	-1	-1	4
58	CC(C)c1nnc(NC(=O)c2cccc(-n3cnnn3)c2)s1	3	-0.2	1	-2	2	1	0	-2	0	1
59	O=[N+]([O-])c1ccc(CSc2nnc(Cc3ccccc3)n2-c2ccc(F)cc2)cc1	8	-0.2	4	-1	4	1	2	-1	0	1
60	Nn1c(SCC(=O)Nc2ccccc2-c2ccccc2)nnc1-c1cc(-c2ccccc2)n[nH]1	.	-0.1	-6	-3	-2	9	-1	-3	2	-1

(next part)
No.	canonical_smiles	TCR-CD3 inh	KLK7 zymogen act	SIAE inh	DDE Tn7 FP inh	TDP2 absorb	PRMT1 inh	MBD2 DNA inh	LEDGF integ inh	UHRF1 binding	Tn6 DDE FP
61	Nc1ncnc2[nH]c(=S)[nH]c12	2	0.4	2	-1	4	1	-3	-2	-1	4
62	CCC1CCCCN1CCCNC(=O)CSc1nc2nc(C)c(Cc3ccccc3)c(C)n2n1 (configuration not stated)	6	0.4	-1	-2	-4	-1	1	1	0	-7
63	COc1ccccc1N(C)S(=O)(=O)c1ccc(C(=O)N(C)Cc2cccc(F)c2)cc1	3	0.5	1	-3	1	0	3	1	3	-8
64	C=CCN1C(=O)CC(C(=O)NC)SC1=Nc1ccc(C(=O)OCC)cc1 (configuration not stated)	4	0.0	4	1	-3	0	-5	0	0	9
65	COc1ccc(-n2cnnc2SCC(=O)N2CCN(c3ccccc3)CC2)cc1	-6	-0.1	3	1	-1	-4	-1	1	-7	0

Record cards, as listed above. Values in the order: TCR-CD3 inh | KLK7 zymogen act | SIAE inh | DDE Tn7 FP inh | TDP2 absorb | PRMT1 inh | MBD2 DNA inh | LEDGF integ inh | UHRF1 binding | Tn6 DDE FP
Nc1ncnc2[nH]c(=S)[nH]c12 is listed with 2 | 0.4 | 2 | -1 | 4 | 1 | -3 | -2 | -1 | 4
C=CCN1C(=O)CC(C(=O)NC)SC1=Nc1ccc(C(=O)OCC)cc1 (configuration not stated) is listed with 4 | 0.0 | 4 | 1 | -3 | 0 | -5 | 0 | 0 | 9
COc1ccccc1N(C)S(=O)(=O)c1ccc(C(=O)N(C)Cc2cccc(F)c2)cc1 is listed with 3 | 0.5 | 1 | -3 | 1 | 0 | 3 | 1 | 3 | -8
COc1ccc(-n2cnnc2SCC(=O)N2CCN(c3ccccc3)CC2)cc1 is listed with -6 | -0.1 | 3 | 1 | -1 | -4 | -1 | 1 | -7 | 0
